Bioassay records from PubChem BioAssay.
p53 reactivator = mutant p53 re-activation in reporter cells | H1299 p53-A138V BP100-luciferase reporter, luminescence, 24 h | Potency, µM (series often up to 92.2 µM), without a hit: top-dose activity change, positive = activation, most hits filed as activators | hit rate 0.063% among 320,000 | AID 504706; further: potency means the concentration at half of the fitted maximal effect; % of control where 0% means no effect; nearly all actives have a fitted effect of over 45% in size
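p53-null H1299 cells stably carrying temperature-sensitive p53-A138V and a BP100-luciferase reporter were pinned with compounds (4-point, 1:5 series) and held 24 hrs at 37 deg C. Luminescence was read 10 min after detection reagent.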
RORgamma inh = inhibitors of mouse ROR gamma transcriptional activity. Potency, µM (top dose mostly 53.6 µM), without a hit: at the highest dose activity change, negative = inhibition, hits mostly inhibitors. Drosophila S2 Gal4-RORgamma UAS-luciferase reporter, 20 h. P51450. hit rate 5.4% among 310,000; further: potency means the concentration at half of the fitted maximal effect; on the % scale 0 is the no-effect control and ±100 the full control effect; nearly all actives have a fitted effect of over 60% in size
Target sequence (P51450 whole entry, looked up, the tested form may be a part): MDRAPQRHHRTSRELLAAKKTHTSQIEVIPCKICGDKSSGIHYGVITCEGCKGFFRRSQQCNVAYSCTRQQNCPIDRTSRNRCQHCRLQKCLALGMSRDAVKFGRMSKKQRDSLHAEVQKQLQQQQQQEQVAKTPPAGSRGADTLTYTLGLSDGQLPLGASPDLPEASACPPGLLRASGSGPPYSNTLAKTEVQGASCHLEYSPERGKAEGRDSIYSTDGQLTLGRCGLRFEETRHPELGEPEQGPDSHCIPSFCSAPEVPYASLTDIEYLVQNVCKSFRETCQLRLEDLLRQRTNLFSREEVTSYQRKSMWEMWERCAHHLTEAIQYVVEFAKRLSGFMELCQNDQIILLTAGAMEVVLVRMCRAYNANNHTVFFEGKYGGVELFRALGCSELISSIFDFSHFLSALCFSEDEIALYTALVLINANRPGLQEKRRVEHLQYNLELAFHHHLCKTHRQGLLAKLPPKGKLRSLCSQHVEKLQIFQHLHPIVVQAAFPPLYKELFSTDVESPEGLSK
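Luminescence from a UAS-regulated Photinus luciferase reporter in stably transfected Drosophila Schneider cells is measured; decreased signal marks ROR gamma inhibition. Fusion expression is induced by 700 uM copper sulfate for 20 hr.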
BRCA1 expr act = activators of BRCA1 expression; MCF7-BRCA1-FFLuc reporter, luminescence, 48 h; response scale: scaled: vehicle 0%, 10 µM genistein 100%; Potency, µM (series often up to 46.1 µM), for inactives: at the top dose activation, most hits filed as activators; hit rate 1.1% among 380,000; further: potency means the concentration at half of the fitted maximal effect; nearly all actives have a fitted effect of over 80% in size; some results filed as inactive show a strong effect at the top dose
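48 h compound treatment of MCF7-BRCA1-FFLuc cells (phenol-red free MEM, 37 °C), then 15 min with luciferase substrate and luminescence imaging.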
NPC1 prom act = activates the NPC1 promoter | hit rate 2.4% among 320,000 | Potency, µM (series often up to 9.22 µM), for the others: at the highest dose activation, most hits filed as activators | AID 485313 | Huh7 NPC1 promoter luciferase reporter, 24 h;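 further: potency means the concentration at half of the fitted maximal effect; % of control where 0% means no effect; nearly all actives have a fitted effect of over 60% in size; reporter is driven by a mutant NPC1 promoter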
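NPC1 promoter–luciferase Huh7 cells; 24 h compound; luminescence.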
ELG1 repair inh = inhibitors of ELG1-dependent DNA repair in HEK293T cells; hit rate 2.3% among 330,000; HEK293T ELG1-luciferase reporter, luminescence, 16 h; DNA damage induced by 5-fluorouridine; Potency, µM (highest dose often 46.1 µM), for inactives: top-dose activity change, negative = inhibition, usual class: inhibitors; further: potency means the concentration at half of the fitted maximal effect; on the % scale 0 is the no-effect control and ±100 the full control effect; nearly all actives have a fitted effect of over 55% in size
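DMSO vehicle served as the neutral condition. Each well held 2,000 cells given 5-fluorouridine plus compound; after 16 hr at 37 °C/5% CO2, ONE-Glo was added and luciferase measured 30 min later.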
FLuc modulator = counter-screen for miR-21 project: firefly luciferase inhibitors or activators; Potency, µM (titrated, usually from 57.5 µM), for the others: at the top dose activity change, negative = inhibition, usual class: inhibitors; hit rate 6.9% among 360,000; P08659; purified FLuc, Km substrates, luminescence inhibition;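 further: potency means the concentration at half of the fitted maximal effect; plate controls were vehicle for no effect and reference inhibitor for full effect; nearly all actives have a fitted effect of over 55% in size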
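Biochemical qHTS of compounds, final roughly 60 µM downward over six points, against 10 nM purified firefly luciferase using Km concentrations of substrates (10 uM D-luciferin, 10 uM ATP) in Tris acetate pH 7.5 buffer; luminescence output.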
VP16 counter = inhibits Gal4-VP16 luciferase reporter, ROR gamma counter-screen; Drosophila S2 Gal4-VP16 UAS-luciferase, luminescence, 20 h; Potency, µM (titrated, usually from 53.6 µM), without a hit: top-dose activity, negative = inhibition, most hits filed as inhibitors; hit rate 3.5% among 310,000; AID 2546;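 further: Gal4-VP16 expression switched on by copper sulfate through the metallothionein promoter; potency means the concentration at half of the fitted maximal effect; on the % scale 0 is the no-effect control and ±100 the full control effect; nearly all actives have a fitted effect of over 50% in size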
TRPV1 ag = human TRPV1 agonism. Q8NER1. TRPV1-expressing cells, Fluo-8 calcium influx, agonist mode. activation, % at 8.33 µM. hit rate 0.19% among 320,000; in the data active means activation above about 80%; inconclusive means between about 30% and that limit; further: 0% is about no effect
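TRPV1-expressing cells were cultured overnight at 35.5C and loaded with Fluo-8 calcium dye for 40 to 90 min at room temperature. After a 10 s baseline, compound was added and calcium influx was read kinetically for 3 min (ex 480/em 520 nm).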
Tb PFK block = blocks T. brucei phosphofructokinase; T. brucei PFK, ADP-Glo luminescence; Potency, µM (titrated, usually from 57.5 µM), inactives show top-dose activity, negative = inhibition, usual class: inhibitors; hit rate 0.17% among 330,000;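 further: potency means the concentration at half of the fitted maximal effect; 0% = uninhibited 1x PFK enzyme wells and -100% = no-enzyme wells; nearly all actives have a fitted effect of over 60% in size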
Target sequence (O15648 whole entry, looked up): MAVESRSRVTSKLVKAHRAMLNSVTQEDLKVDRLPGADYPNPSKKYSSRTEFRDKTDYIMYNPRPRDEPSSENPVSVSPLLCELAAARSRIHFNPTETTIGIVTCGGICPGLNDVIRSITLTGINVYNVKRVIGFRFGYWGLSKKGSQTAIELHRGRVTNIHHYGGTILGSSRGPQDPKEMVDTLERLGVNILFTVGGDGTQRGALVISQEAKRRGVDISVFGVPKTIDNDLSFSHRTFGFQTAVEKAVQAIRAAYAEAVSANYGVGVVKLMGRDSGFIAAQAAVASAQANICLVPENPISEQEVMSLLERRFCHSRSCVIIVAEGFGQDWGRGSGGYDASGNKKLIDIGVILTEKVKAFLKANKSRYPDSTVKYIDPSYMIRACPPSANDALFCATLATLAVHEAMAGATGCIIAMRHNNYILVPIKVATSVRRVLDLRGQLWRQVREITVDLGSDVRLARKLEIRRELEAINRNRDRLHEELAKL
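1.25 nM PFK with 0.5 mM F6P and 0.1 mM ATP in 0.1 M TEA pH 8.0, 5 mM MgCl2, incubated 45 min at room temperature; ADP measured by ADP-Glo luminescence; compounds titrated up to 57 uM.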
Rab9 prom act = activators of Rab9 promoter; Huh7 Rab9 promoter-luciferase reporter, luminescence, 24 h; Potency, µM (highest dose often 9.22 µM), without a hit: at the highest dose activation, negative = inhibition, actives largely listed as activators; hit rate 2.8% among 320,000; AID 485297; further: potency means the concentration at half of the fitted maximal effect; % of control where 0% means no effect; nearly all actives have a fitted effect of over 60% in size
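Cell-based reporter: Huh7 stable for Rab9 promoter-driven luciferase, plated in reduced-serum medium with 10% FBS at 1500 cells/well, compound-treated 24 h at 37 °C, luminescence read after 10 min reagent.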
ELG1 genotoxic = induces genotoxicity in HEK293T cells with luciferase-tagged ELG1; HEK293T ELG1-luciferase reporter, luminescence, 16 h; Potency, µM (titrated, usually from 46 µM), for the others: top-dose activity change, positive = activation, hits mostly activators; hit rate 1.3% among 330,000; further: potency means the concentration at half of the fitted maximal effect; % of control where 0% means no effect; nearly all actives have a fitted effect of over 60% in size
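Cells (2,000/well) expressing the ELG1-luciferase fusion are dosed by pin tool and kept 16 hr at 37 °C, 5% CO2. Signal comes from ONE-Glo luciferase reagent after 30 min at room temperature.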
Numbers without * were called inactive; u = inconclusive; x = not tested or not shown; [ ] = dose if it differs, or a comment. Unless noted, the call rests on the fitted dose curve; in most records, active means well fitted curve in the direction sought with a large enough effect; inconclusive means small, poorly fitted or top-dose-only effect, or another doubt; inactive means no such curve, though single readings can be large; an effect the other way counts as inactive or inconclusive.

Each structure is followed by: p53 reactivator	RORgamma inh	BRCA1 expr act	NPC1 prom act	ELG1 repair inh	FLuc modulator	VP16 counter	TRPV1 ag	Tb PFK block	Rab9 prom act	ELG1 genotoxic
#1 CCc1ccc(-c2csc3nc[nH]c(=O)c23)cc1
 : x	u	37%	14%	u	u	11%	1	2%	14%	6%
#2 Cc1ccc(NC(=O)c2ccc(OCC3CCCO3)cc2)cc1 (centres undefined)
 : u	-7%	90%	2.2µM*	u	6µM*	-18%	14	9%	2.5µM*	u
#3 COc1cccc(C(C(=O)NCc2ccccc2)N(C(=O)c2csnn2)C2CC2)c1 (centres undefined)
 : 0%	3%	-19%	-9%	-4%	2%	5%	0	2%	-5%	-3%
#4 CCOc1ccccc1N(C)C(=O)c1cn(CC)c(=O)c2cc(OC)c(OC)cc12
 : -1%	6%	-24%	1%	-23%	2%	9%	1	-2%	u	-3%
#5 Cc1ccc(S(=O)(=O)N(C)C)cc1NC(=O)C(C)NC(C)c1cccs1 (centres undefined)
 : -5%	38%	-2%	-3%	u	0%	2%	0	0%	-2%	-4%
#6 O=C(c1ccco1)N1CCCN(Cc2nc(-c3cccs3)no2)CC1
 : -3%	21%	-3%	2%	-18%	-4%	4%	14	-8%	-11%	-1%
#7 Cc1nc(SCC(=O)Nc2cccc(C(=O)O)c2)n[nH]1
 : 12%	-15%	-9%	-1%	0%	u	-3%	-3	1%	2%	2%
#8 COc1ccc(NC(=O)CN(C)C(=O)c2cn(-c3ccccc3)nc2-c2ccc(Cl)cc2)cc1
 : 9%	x	-86%[inhibitor]	6%	u	-18%	x	1	0%	-15%	-5%
#9 CCn1c(C)nnc1SCC(=O)Nc1cccc(C(F)(F)F)c1
 : 11%	-1%	21%	-4%	-7%	-4%	4%	-2	-23%	4%	-3%
#10 Cc1ccc(NC2=CC(=O)C(=O)c3ccccc32)c(C)c1
 : -39%[inhibitor]	x	-82%	-14%	21µM*	x	x	-3	3%	-35%[inhibitor]	-10%
#11 CSc1nsc(SCC(=O)Nc2ccccc2)n1
 : 11%	25%	25%	1%	u	-13%	-17%	u	-6%	14%	5%
#12 CC(=O)c1cccc(NC(=O)NCCS(C)=O)c1 (centres undefined)
 : 2%	-15%	-28%	1%	4%	-1%	2%	-1	-1%	24%	0%
#13 CN(C(=O)Cc1c(C(=O)O)n(C)c2ccccc12)c1cccc(C(F)(F)F)c1
 : 1%	5%	-9%	-7%	9%	0%	2%	0	0%	12%	0%
#14 N#CC(C#N)=C1C=C2C=C(N3CCOCC3)CCC2CC1 (centres undefined)
 : 1%	-20%	-5%	-4%	6%	1%	-1%	140*	0%	1%	-4%
#15 CCCn1nnnc1NCc1ccc(F)cc1
 : 1%	-25%	3%	-2%	3%	0%	-5%	3	-3%	9%	0%

Ordered by value in p53 reactivator (rising): some entries from above.
No.	Compound	p53 reactivator
4	CCOc1ccccc1N(C)C(=O)c1cn(CC)c(=O)c2cc(OC)c(OC)cc12	-1%
3	COc1cccc(C(C(=O)NCc2ccccc2)N(C(=O)c2csnn2)C2CC2)c1 (centres undefined)	0%
7	Cc1nc(SCC(=O)Nc2cccc(C(=O)O)c2)n[nH]1	12%

(continued)
Each structure is followed by: p53 reactivator	RORgamma inh	BRCA1 expr act	NPC1 prom act	ELG1 repair inh	FLuc modulator	VP16 counter	TRPV1 ag	Tb PFK block	Rab9 prom act	ELG1 genotoxic
#16 Cn1c(-c2ccc3c(c2)OCO3)cnc1NCc1cccc(O)c1
 : 2%	-23%	u	0%	4%	u	4%	1	-5%	27%	0%
#17 CC(=O)/C(C#N)=C1\NC(=O)C(Cc2ccccc2C)S1 (centres undefined)
 : 8%	0%	4%	-5%	0%	-6%	-5%	2	1%	15%	-11%
#18 CCN(CC)C(=O)CSc1nc2ccc(NC(=O)CSc3nccn3C)cc2s1
 : 23%	u	19%	9%	21µM*	19µM*	3%	-1	-1%	1%	-5%
#19 CC1(c2ccccc2Cl)NC(=O)N(CC(=O)NCc2ccc3c(c2)OCO3)C1=O (centres undefined)
 : 2%	1%	-1%	-1%	-10%	-3%	4%	3	0%	0%	-1%
#20 Cc1ccccc1C(=O)NC1CC(C)(C)NC(C)(C)C1
 : 2%	12%	-10%	1%	6%	3%	-7%	-1	0%	7%	0%
#21 Cc1cc(Br)ccc1NC(=S)N1CCOCC1
 : 0%	13µM*	0%	-2%	-5%	-8%	1%	-1	0%	-25%	1%
#22 Cc1cccc(N2C(=O)c3ccc(C(=O)Nc4c[nH]c(=O)[nH]c4=O)cc3C2=O)c1
 : -2%	5%	-5%	2%	u	1%	0%	-1	-1%	-1%	2%
#23 Clc1cc(Br)ccc1NCc1cccnc1
 : -1%	-6%	75%	-2%	0%	u	6%	-3	-8%	4%	4%
#24 Cc1cccc(C(=O)O/N=C2/CC3CCC2(C)C3(C)C)c1 (centres undefined)
 : -4%	u	10%	-3%	0%	-10%	u	u	3%	-2%	1%
#25 COC(=O)c1ccc(Nc2cc(C)nc(-c3ccccc3O)n2)cc1
 : 5%	-11%	-16%	-2%	u	3%	-8%	1	1%	-3%	1%
#26 O=C(O/N=C(\c1ccccc1)c1ccccn1)c1cccc2ccccc12
 : -5%	-12%	-29%	-5%	-3%	u	u	7	0%	-1%	1%
#27 O=C(NCCC1=CCCCC1)c1cc(S(=O)(=O)N2CCCCC2)ccc1Cl
 : 11%	x	11%	-5%	9%	3%	x	u	2%	-8%	u
#28 O=C(CSc1ccc(Cl)cc1)Nc1cc(-c2nc3ncccc3o2)ccc1Cl
 : 10%	u	x	0%	-12%	0%	u	-3	2%	-1%	-1%
#29 Cc1ccc(S(=O)(=O)NC2=NCCCCC2)cc1
 : -6%	16%	-30%	-2%	u	-2%	-5%	1	-1%	-4%	0%
#30 O=C(Nc1ccc([N+](=O)[O-])cc1)c1ccccc1
 : x	20%	u	2.2µM*	u	17µM*	-8%	u	1%	3.2µM*	15%
#31 CC(=O)c1ccc(N2CCN(CC(=O)Nc3ccc4c(c3)OCCO4)CC2)cc1
 : 4%	19%	-13%	-6%	6%	-1%	0%	5	-1%	2%	0%
#32 CSc1nc2cc(F)c(F)cc2n1C
 : -8%	-3%	0%	0%	4%	-8%	1%	-4	0%	-14%	5%
#33 O=C(Cn1cccn1)N1CCCC(N2CCN(c3cccc(C(F)(F)F)c3)CC2)C1 (centres undefined)
 : x	x	-15%	-2%	-7%	2%	x	1	4%	-1%	-8%
#34 O=C(Cc1ccccc1)N1CCCC(c2nc(-c3cccs3)no2)C1 (centres undefined)
 : -18%	-42%	-13%	-5%	-8%	2%	15%	4	-8%	-4%	1%
#35 CCOC(=O)CNC(=O)Nc1cccc(Cl)c1C
 : 5%	13%	-2%	-1%	9%	-3%	-1%	3	-4%	0%	-1%
#36 O=C(Nc1ccc(F)cc1)c1ccc(S(=O)(=O)N2CCCC2)cc1
 : -3%	1%	-23%	-1%	-16%	-4%	9%	u	0%	4%	0%
#37 CC(=O)c1ccc(Sc2ccccn2)c([N+](=O)[O-])c1
 : 7%	14%	-5%	0%	13%	7%	-8%	-3	-1%	-2%	0%
#38 Cc1c(N(C(=O)c2ccccn2)C2(C(=O)NC3CCCCC3)CCCCC2)c(=O)n(-c2ccccc2)n1C
 : -3%	9%	20%	-2%	1%	-1%	2%[10 µM]	-1	-5%	-10%	-14%
#39 Cc1ccc(S(=O)(=O)N2CC(O)CC2C(=O)O)cc1 (centres undefined)
 : 10%	-32%	2%	-5%	6%	0%	1%	-2	2%	0%	-3%
#40 CCC1(C)Cc2ccccc2-c2[nH][nH]c(=O)c21 (centres undefined)
 : 4%	-17%	4%	-3%	u	u	1%	0	0%	5%	-10%
#41 CC(=O)c1ccc(NC(=O)C(Cc2ccccc2)NC(=O)c2ccco2)cc1 (centres undefined)
 : 11%	-1%	5%	2%	22%	0%	20%	0	2%	9%	3%
#42 CCN(c1cccc(C)c1)S(=O)(=O)c1ccc(-c2coc(C)n2)cc1
 : -23%	4%	8%	-3%	5%	0%	-1%	24	1%	0%	-2%
#43 NS(=O)(=O)c1ccc(CCNS(=O)(=O)c2ccc3c(c2)NC(=O)CO3)cc1
 : 19%	-12%	1%	0%	17%	1%	-3%	3	3%	-3%	0%
